Compound activity: PubChem, several laboratories
Bcl-xL primary: inhibitors of human Bcl-xL, primary screen, biochemical, fluorescence polarization, HTS. GST-Bcl-xL / FITC-Bim BH3 peptide fluorescence polarization. inhibition, % at 10.9 µM. AID 2129, 2009. actives 0.7% (n = 320,000). Bcl-2-like protein 1 (Homo sapiens), Q07817;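 active means inhibition above the mean of all tested compounds plus 3 SD, cutoff set per campaign, cut at about 30% in these data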;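 further: 0% = DMSO wells and 100% = unlabeled Bim-BH3 peptide competitor; inhibitors lower millipolarization by displacing the labeled peptide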
GLD-1 RNA inh: GLD-1/TGE RNA complex disruptors, primary screen, biochemical, fluorescence polarization; actives 0.44% (n = 320,000); purified GLD-1 + fluorescein TGE RNA; Female germline-specific tumor suppressor gld-1 (Caenorhabditis elegans), Q17339; inhibition, % at 5.96 µM; AID 2280, 2010;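 active means percent inhibition above a per-plate cutoff, the plate mean of test compounds plus 3 SD, cut at about 30% in these data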;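 further: 0% = DMSO wells with GLD-1 and probe and 100% = wells lacking GLD-1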
MEX-5 binding: MEX-5 zinc finger RNA-binding disruptors – biochemical, C. elegans, fluorescence polarization, MLPCN library, primary screen. activity score (negative = inhibition of binding), % at 10 µM. actives 0.38% (n = 300,000). MEX-5/FITC-TCR2 RNA binding; hits give low values. Zinc finger protein mex-5 (Caenorhabditis elegans), Q9XUB2. AID 1832, 2009;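 active means inhibition past about -25% in most replicates, and total fluorescence under double the plate's negative control median, limit read from the data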;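 further: 0% = DMSO and -100% = 5 µM competing unlabeled TCR2 RNA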
GRK2 inh: compounds blocking aptamer binding on GRK2 – biochemical, human GRK2, bead flow cytometry, HTS, primary screen; Beta-adrenergic receptor kinase 1 (Homo sapiens), P25098; FAM-aptamer displacement from GRK2; inhibition of aptamer binding, % at 10 µM; actives 0.59% (n = 330,000);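 active means inhibition of aptamer binding above 40%, roughly 3 SD of noise, on plates passing a quality check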;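 further: median bead fluorescence of bound FAM aptamer so fluorescent compounds give negative values; no value below 0 was filed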
AGP1-GFP MLPCN: modulators of AGP1-GFP expression in yeast TOR pathway, primary screen, cell-based, multiplex flow cytometry, S. cerevisiae, MLPCN library; GFP response vs DMSO, % at 10 µM; AID 2066, 2009; 3 h; GFP as percent of DMSO wells; actives 0.02% (n = 320,000);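 active means GFP response relative to DMSO above a set limit, near screen average plus 3 SD, cut at about 150% in these data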;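 further: median GFP channel fluorescence of the gated AGP1 strain per well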
CIT2-GFP yeast: modulators of CIT2-GFP expression in yeast, primary screen, S. cerevisiae, GFP fusion, multiplex flow cytometry, MLPCN library; S. cerevisiae CIT2-GFP strain, 3 h; 100 means same as DMSO wells; GFP response vs DMSO, % at 10 µM; actives 0.065% (n = 320,000); AID 2029, 2009;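 active means GFP response relative to DMSO above a set limit, near the screen mean plus 3 SD, cut at about 150% in these data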;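 further: ratio of well median GFP fluorescence to mean of DMSO wells on the plate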
VLA-4 inh: inhibition in human VLA-4 binding assay, primary screen, VLA-4 allosteric modulator project, MLPCN library, flow cytometry, VLA-4 expressing cells. inhibition, % (about 7 µM as worked out from the volumes in the protocol). actives 0.2% (n = 330,000). ligand binding flow cytometry. Integrin alpha-4 (Homo sapiens), P13612; in the data active means inhibition above about 50%
Target sequence (P13612 whole entry, looked up): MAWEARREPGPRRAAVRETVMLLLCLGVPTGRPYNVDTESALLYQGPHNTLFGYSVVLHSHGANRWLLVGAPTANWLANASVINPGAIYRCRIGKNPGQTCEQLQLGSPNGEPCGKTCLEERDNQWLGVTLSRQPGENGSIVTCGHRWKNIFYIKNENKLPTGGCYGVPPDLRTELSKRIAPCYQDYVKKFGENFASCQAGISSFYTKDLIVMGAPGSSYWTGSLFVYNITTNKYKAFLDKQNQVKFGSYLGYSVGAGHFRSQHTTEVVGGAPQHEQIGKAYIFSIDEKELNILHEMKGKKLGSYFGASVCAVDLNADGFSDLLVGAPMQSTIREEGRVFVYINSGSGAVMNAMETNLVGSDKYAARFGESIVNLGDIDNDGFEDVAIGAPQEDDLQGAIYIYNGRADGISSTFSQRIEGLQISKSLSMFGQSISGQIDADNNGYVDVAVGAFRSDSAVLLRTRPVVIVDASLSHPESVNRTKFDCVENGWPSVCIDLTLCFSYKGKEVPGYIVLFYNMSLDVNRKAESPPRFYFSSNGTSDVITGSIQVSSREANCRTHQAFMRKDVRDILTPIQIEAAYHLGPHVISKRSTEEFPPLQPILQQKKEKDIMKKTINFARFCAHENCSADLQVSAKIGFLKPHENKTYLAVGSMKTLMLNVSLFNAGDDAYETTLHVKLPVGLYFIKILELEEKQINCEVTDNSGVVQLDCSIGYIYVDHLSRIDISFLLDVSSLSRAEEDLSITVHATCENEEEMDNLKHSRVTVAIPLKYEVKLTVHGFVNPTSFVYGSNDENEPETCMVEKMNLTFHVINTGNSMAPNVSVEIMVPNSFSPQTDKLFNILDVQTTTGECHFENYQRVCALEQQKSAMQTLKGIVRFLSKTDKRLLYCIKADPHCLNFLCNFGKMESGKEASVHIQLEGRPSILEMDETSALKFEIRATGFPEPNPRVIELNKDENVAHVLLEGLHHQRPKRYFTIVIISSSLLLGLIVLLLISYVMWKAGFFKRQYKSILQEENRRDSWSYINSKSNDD
MCL1-BIM inh: inhibitors of MCL1 binding to BIM-BH3, primary screen, biochemical, fluorescence polarization. inhibition, % at 10.9 µM. GST-MCL1 / FITC-Bim-BH3 fluorescence polarization. Induced myeloid leukemia cell differentiation protein Mcl-1 (Homo sapiens), Q07820. actives 0.68% (n = 320,000). AID 2057, 2009;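 active means inhibition above the mean inhibition of all tested compounds plus 3 SD, set per campaign, cut at about 40% in these data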;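 further: 0% = DMSO wells and 100% = unlabeled Bim-BH3 peptide control; higher means more loss of mP so more displacement of Bim peptide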
Fam108B inh: mouse Fam108B serine hydrolase inhibitors, primary screen, counter-screen for RBBP9 inhibitor project, biochemical, fluorescence polarization. recombinant Fam108B, FP-Rh probe fluorescence polarization. inhibition, % at 9.51 µM. actives 0.33% (n = 300,000). AID 1947, 2009;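 active means inhibition above the screen mean inhibition plus 3 SD, computed separately per campaign, cut at about 18% in these data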;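 further: inhibitors lower polarization as less probe binds the enzyme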
An asterisk follows results filed as active; nt = not tested or not shown.

nr	smiles	Bcl-xL primary	GLD-1 RNA inh	MEX-5 binding	GRK2 inh	AGP1-GFP MLPCN	CIT2-GFP yeast	VLA-4 inh	MCL1-BIM inh	Fam108B inh
1	CC1(C)CC(=O)c2c(Cc3ccccc3)noc2C1	2	3	0.1	0	100	82	-7	-4	-2
2	Cc1nc(Cl)sc1C(=O)O	-1	8	-0.5	3	98	86	-2	3	-4
3	CCS(=O)(=O)N1CCC(C(=O)NCc2cccnc2)CC1	5	1	-2.4	3	104	nt	11	2	-3
4	COc1cc(/C=N/Nc2ccccc2[N+](=O)[O-])ccc1OC(=O)c1ccccc1F	8	-5	1.0	0	108	109	-13	5	-2
5	CN(c1cccc(NS(=O)(=O)c2cccc([N+](=O)[O-])c2)c1)S(C)(=O)=O	3	-2	0.2	0	106	108	-3	0	-1
6	O=C(CNCc1ccccc1Cl)Nc1cc(S(=O)(=O)N2CCOCC2)ccc1Cl	nt	4	nt	0	101	101	10	nt	nt
7	O=c1sc2ccccc2c(N2CCOCC2)c1[N+](=O)[O-]	6	1	0.2	1	104	108	-3	5	-1
8	CC(=O)c1cccc(S(=O)(=O)N(Cc2cc3cc4c(cc3[nH]c2=O)OCCO4)CC2CCCO2)c1 (stereo unspecified)	2	4	-0.4	10	111	98	-4	3	-1
9	CC(C)(C)OC(=O)[C@H](Cc1ccccc1)NC(=O)c1nc[nH]c1C(=O)NC1CCN(C(=O)OC(C)(C)C)CC1	2	5	0.4	nt	nt	nt	nt	3	-2
10	COc1cccc(OCCNC(=O)c2cc([N+](=O)[O-])cc([N+](=O)[O-])c2)c1	5	1	-1.0	4	101	78	8	2	1
11	Cc1cccc(NC(=O)c2ccc(Cl)nc2)n1	0	1	0.7	0	94	124	-17	-3	2
12	CCOC(=O)N1CC=C2C(C#N)=C(N)C(C#N)(C#N)[C@H](c3ccc(OCC)c(OCC)c3)[C@H]2C1	9	9	-8.6	0	91	90	4	3	5
13	Cc1cc(NC(=O)Nc2cccc([N+](=O)[O-])c2)no1	6	-6	0.3	0	92	75	10	6	0
14	Cc1cc(Oc2ccccc2)nc(SCC(N)=O)n1	1	0	1.0	1	101	106	-3	-1	4
15	Cc1cc(NC(=O)CCC(=O)N(c2cccc(F)c2)C(C(=O)NC2CCCC2)c2ccc(C)o2)no1 (stereo unspecified)	2	1	-1.6	0	101	99	-2	6	-2
16	COC(=O)C1=CN(C(C)C)C=C(C(=O)OC)C1c1cccc(OC)c1	3	3	1.3	1	114	111	-3	-2	-1
17	CC(C)c1ccc(NC2CCCN(C(=O)c3cccc(N4CCNC4=O)c3)C2)cc1 (stereo unspecified)	0	9	4.0	1	95	98	6	0	6
18	Cc1nccn1CCCNC(=O)CC1C(=O)NCCN1Cc1ccc(F)cc1Cl (stereo unspecified)	11	7	1.0	0	93	91	0	9	5
19	N#Cc1cc([N+](=O)[O-])cnc1NCC(O)CO (stereo unspecified)	7	3	1.4	1	101	109	6	7	-1
20	N#CCCCN1C(=O)C(O)(CC(=O)c2ccc3c(c2)OCCO3)c2ccccc21 (stereo unspecified)	4	-2	0.0	2	100	103	-1	1	-3
21	CC(=O)NS(=O)(=O)c1ccc(NC(=O)c2ccc(NC(=O)c3cccs3)cc2)cc1	7	3	nt	1	102	92	0	4	nt
22	Cc1[nH]c(=O)c(C(=O)/C=C/c2ccccc2F)c2c1CCCC2	7	-5	-1.2	1	107	102	nt	4	-5
23	CCOC(=O)c1c(C)[nH]c(C)c1C(=O)COC(=O)c1ccc(Cl)c(S(N)(=O)=O)c1	3	3	0.9	4	95	95	2	-5	-4
24	C[C@@H]1CN([C@H](C)CO)C(=O)c2cccc(NS(=O)(=O)c3cccs3)c2O[C@H]1CN(C)Cc1ccccc1	nt	-1	nt	2	92	93	5	nt	nt
25	CC1=C(C(=O)OCC2CCCO2)C(c2ccccc2Cl)NC(=O)N1 (stereo unspecified)	0	-1	-1.4	1	95	99	9	-1	1
26	Cc1cccc(C(=O)NC2CCN(CC(=O)Nc3ccc4c(c3)OCO4)CC2)c1	8	3	1.3	0	98	99	32	3	2
27	O=C(CNC(=S)N(Cc1ccccc1)Cc1cccnc1)NC1CCCCC1	-4	-2	-1.5	0	111	107	-11	2	5
28	Cc1nn2c(-c3ccccc3)nnc2c2ccccc12	4	-4	nt	1	75	72	4	0	2
29	Cc1ccc(NC(=O)C(C)OC(=O)CCC2CCCCC2)cc1 (stereo unspecified)	3	8	0.3	0	109	107	-1	0	-2
30	COc1ccc(N(CC(=O)NCc2ccccc2)C(=O)CCC(=O)Nc2cc(C)ccn2)c(OC)c1	7	0	nt	0	105	102	-1	8	1
31	CCOC(=O)CSc1nnc(CSc2nc3sc4c(c3c(=O)[nH]2)CCC4)n1C	-12	8	1.2	67*	103	nt	-8	-7	2
32	Cn1c(=O)oc2cc(S(=O)(=O)NCc3ccc(C(=O)O)cc3)ccc21	-6	-5	1.3	0	106	103	-26	-19	1
33	CC(C)CCN1CC(C(=O)NC(C)C)CC1=O (stereo unspecified)	1	5	-2.0	4	102	98	4	-6	5
34	COc1cc2c(cc1NCc1ccc3c(c1)OCO3)oc1ccccc12	4	6	0.0	4	102	99	10	2	2
35	C1CCN(C2CCN(c3nc4nonc4nc3N3CCSCC3)CC2)C1	4	3	-0.4	0	101	101	4	-1	-3
36	CCCS(=O)(=O)N1CCCC(C(=O)NCc2ccco2)C1 (stereo unspecified)	8	-3	-0.4	5	113	101	0	10	-3
37	COc1ccc(-c2nc(SCC(=O)NC3CCCCC3)n[nH]2)cc1	nt	nt	1.2	0	98	103	-8	nt	nt
38	Cn1c(SCC(=O)c2ccc(F)cc2)nnc1-c1ccccc1N	3	8	-1.4	0	108	101	-4	3	0
39	O=C(NC1CCCC1)c1ccc2c(c1)N(Cc1ccccc1)CCS2	5	-8	-0.4	4	92	77	15	5	6
40	CCOC(=O)Nc1ccc2c(CN3CCN(S(=O)(=O)c4ccccc4)CC3)cc(=O)oc2c1	1	1	0.7	0	104	106	-19	1	-4
41	CCOCCCNC(=O)C1CCN(c2cc(C)nc3c(-c4ccc(OC)c(OC)c4)c(C)nn23)CC1	6	3	-2.2	3	96	100	-4	1	0
42	CCCNC(=O)CSc1nnc(-c2ccco2)n1C	3	-5	nt	0	100	97	1	7	-5
43	COCc1cc([C@@H]2C[C@H]3CN(c4ccccc4)C(=O)[C@]34CCCN24)ccc1OC	3	-3	-3.5	0	99	107	10	6	1
44	Cc1cc(Cl)ccc1NC(=O)CCN1C(=O)C2CCCCC2C1=O (stereo unspecified)	0	6	nt	1	106	92	30	2	nt
45	Clc1ncnc2c1oc1ccccc12	1	-2	1.5	5	107	102	9	-3	-2
46	COC(=O)CCC(=O)Nc1ccc(N=Nc2ccccc2)cc1	11	4	0.9	3	87	74	9	8	4
47	CCCS(=O)(=O)N1CCCC(C(=O)N2CCOCC2)C1 (stereo unspecified)	1	3	-0.3	0	105	103	2	0	1
48	COc1ccc(C(=O)N/C(=C\c2cn(C)c3ccccc23)C(=O)OCC(C)C)cc1	-1	12	0.0	0	94	93	8	-3	8
49	O=C1CC(N2CCN(C3CC(=O)N(CCc4ccccc4)C3=O)CC2)C(=O)N1CCc1ccccc1 (stereo unspecified)	3	7	3.7	0	103	107	-5	2	-4
50	Cn1cnnc1SCC(=O)NCCC(c1ccccc1)c1ccccc1	-3	-3	0.5	1	103	107	3	4	0
51	CCOc1ccccc1N1CCN(C(=O)CCNS(=O)(=O)c2ccccc2F)CC1	3	6	0.8	3	98	95	2	0	3
52	CCOC(=O)C1(C/C(C)=N/NC(N)=O)CC(C)OC1=O (stereo unspecified)	3	-2	-4.3	2	97	96	0	-2	-3
53	CC(=O)c1c(N)[nH]c(-c2ccccc2)nc1=S	6	-13	-6.3	0	96	99	-2	6	-7
54	CCOc1ccc2[nH]c(S(=O)(=O)CC)nc2c1Cl	0	-11	-1.2	0	104	94	10	-6	-1
55	O=c1ccc(Oc2nc(N3CCOCC3)nc(N3CCOCC3)n2)n[nH]1	-3	4	0.7	0	93	87	9	0	0
56	Cc1nc(CCNC(=O)CC2C(=O)NCCN2Cc2ccoc2)nc2c1CCCC2 (stereo unspecified)	6	14	0.0	1	104	113	2	8	0
57	CCOc1ncccc1C(=O)N(CC)CC(=O)NCc1ccc(Cl)cc1	3	5	-1.2	0	95	96	32	0	-2
58	COC(=O)c1sc(NC(=O)CSc2nnnn2-c2cccc(OC)c2)nc1C	3	-9	-1.0	0	99	84	-7	3	0
59	FC(F)(F)c1cc(CO[C@@H]2CCCN[C@@H]2c2ccccc2)cc(C(F)(F)F)c1	1	3	nt	0	92	90	3	0	-6
60	O=C(NCCC(=O)N1CCC2(CC1)NCCc1[nH]cnc12)c1cccc(Cl)c1	-4	-1	2.1	3	103	104	5	-3	-1

Following part
nr	smiles	Bcl-xL primary	GLD-1 RNA inh	MEX-5 binding	GRK2 inh	AGP1-GFP MLPCN	CIT2-GFP yeast	VLA-4 inh	MCL1-BIM inh	Fam108B inh
61	Cc1ccccc1CC(=O)Nc1cc(C(C)(C)C)on1	-2	3	-0.8	3	106	102	17	6	-1
62	COC(=O)CCC(=O)OC1(C)C(=O)C=C2C=C3CCCN3C=C2C1=O (stereo unspecified)	22	12	-5.9	6	92	88	-4	48*	9
63	Cc1cccc(-c2ncc(CN3CCCC(CO)(Cc4ccccc4C)C3)cn2)c1 (stereo unspecified)	2	0	5.7	0	103	101	12	2	-5
64	Cc1ccc(CCNC(=O)CCS(=O)(=O)c2cc3c(cc2C)NC(=O)CO3)cc1	5	7	-0.2	3	107	104	-9	-1	0
65	Clc1ccc(OCCSCc2nc3ccccc3[nH]2)cc1	-16	-6	7.1	0	96	98	-36	-22	-3
66	COc1ccc(OC)c(NC(=O)Cc2ccc(NC3=NC4CS(=O)(=O)CC4S3)cc2)c1 (stereo unspecified)	9	5	-0.3	2	109	106	32	12	0
67	Cc1cccc(NC(=S)NCCO)c1C	1	9	0.1	0	105	109	-11	8	-1
68	Nc1ncnc2c1ncn2C1OC(COP(=O)(O)O)C(O)C1O (stereo unspecified)	5	6	-0.3	3	99	110	0	5	-6
69	COC(=O)c1ccc2c(c1)N(Cc1ccccc1F)C(=O)c1ccccc1S2=O (stereo unspecified)	-8	3	-1.4	3	96	90	1	-15	-4
70	COC(=O)[C@]1(C)N[C@H](CN(C)C(C)=O)[C@@H]2C(=O)N(C)C(=O)[C@@H]21	nt	4	nt	0	106	96	45	nt	nt
71	CN(CCCNC(=O)CSc1cc(=O)n(C)c2ccc(Cl)cc12)Cc1ccccc1	3	2	2.2	0	87	87	-3	-3	5
72	O=C(O)c1cc(-c2cccnc2)nn1-c1ccccn1	4	-1	0.6	1	105	104	28	5	-2
